Assay outcomes deposited in PubChem BioAssay by several laboratories.
Tb hexokinase – Trypanosoma brucei hexokinase 1 inhibitors, primary screen, biochemical, G6PDH-coupled NADH absorbance, MLSCN library | actives 0.11% (n = 220,000) | recombinant TbHK1, G6PDH-coupled NADH A340 | inhibition, % at 10 µM;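 active means inhibition of 50% or more in the single-dose primary screen; inactive means inhibition below 50%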
EP2 antag – human EP2 receptor antagonists, primary screen, TR-FRET cAMP, C6 glioma cells; AID 1422, 2008; C6 glioma cells expressing human EP2; cells stimulated with saturating PGE2; inhibition, % at 25 µM; actives 0.52% (n = 260,000); Prostaglandin E2 receptor EP2 subtype (Homo sapiens), P43116;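 active means percent inhibition above 40 after rounding to a whole number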;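 further: rat C6 glioma host cells with rolipram phosphodiesterase inhibitor present; the protocol text gives 20 µM as final concentration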
Target sequence (P43116 whole entry, looked up): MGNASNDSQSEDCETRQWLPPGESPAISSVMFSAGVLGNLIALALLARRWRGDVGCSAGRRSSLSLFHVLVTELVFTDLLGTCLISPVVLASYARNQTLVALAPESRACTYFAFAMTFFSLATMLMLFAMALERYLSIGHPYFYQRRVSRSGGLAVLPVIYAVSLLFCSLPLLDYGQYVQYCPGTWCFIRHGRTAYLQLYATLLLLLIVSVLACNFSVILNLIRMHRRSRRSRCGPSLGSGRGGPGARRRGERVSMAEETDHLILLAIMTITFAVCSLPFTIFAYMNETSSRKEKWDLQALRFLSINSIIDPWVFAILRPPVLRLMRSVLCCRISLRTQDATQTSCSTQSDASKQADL
zVAD death inh – inhibitors of zVAD-triggered necroptosis, primary screen, L929 cells; L929 zVAD necroptosis rescue, ATP luminescence, 24 h; with zVAD 60 µM; viability rescue, % at 10 µM; actives 0.38% (n = 220,000);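 active means activation, scaled between plate controls, above about 75%, limit read from the data; inactive means activation under that limit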;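 further: 0% = zVAD with DMSO and 100% = DMSO alone without zVAD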
FXIIa inh – human FXIIa protease inhibitors, primary screen, biochemical, 1536-well. Coagulation factor XII (Homo sapiens), P00748. actives 0.3% (n = 220,000). inhibition, % at 5 µM. purified FXIIa, Boc-QGR-AMC fluorogenic substrate, 2 h; in the data active means inhibition above about 40%;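 further: 0% = enzyme with no compound and 100% = blank without enzyme; many of its hits are not listed in these tables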
Wee1 stabilizer – Wee1 degradation inhibitors, primary screen, cell-based, HeLa, Wee1K328M-luciferase, luminescence; Wee1-like protein kinase (Homo sapiens), P30291; HeLa Luc-Wee1K328M stability; 100% = proteasome inhibitor MG132 effect; reporter increase, % at 5 µM; actives 1.2% (n = 220,000); AID 1321, 2008;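 active means activation above the mean of all tested compounds plus 3 SD, set per screening run, cut at about 8.8% in these data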;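 further: cells exposed to compound for 20 h before luminescence read; 0% = DMSO alone and 100% = MG132 at 30 µM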
Target sequence (P30291 whole entry K328M): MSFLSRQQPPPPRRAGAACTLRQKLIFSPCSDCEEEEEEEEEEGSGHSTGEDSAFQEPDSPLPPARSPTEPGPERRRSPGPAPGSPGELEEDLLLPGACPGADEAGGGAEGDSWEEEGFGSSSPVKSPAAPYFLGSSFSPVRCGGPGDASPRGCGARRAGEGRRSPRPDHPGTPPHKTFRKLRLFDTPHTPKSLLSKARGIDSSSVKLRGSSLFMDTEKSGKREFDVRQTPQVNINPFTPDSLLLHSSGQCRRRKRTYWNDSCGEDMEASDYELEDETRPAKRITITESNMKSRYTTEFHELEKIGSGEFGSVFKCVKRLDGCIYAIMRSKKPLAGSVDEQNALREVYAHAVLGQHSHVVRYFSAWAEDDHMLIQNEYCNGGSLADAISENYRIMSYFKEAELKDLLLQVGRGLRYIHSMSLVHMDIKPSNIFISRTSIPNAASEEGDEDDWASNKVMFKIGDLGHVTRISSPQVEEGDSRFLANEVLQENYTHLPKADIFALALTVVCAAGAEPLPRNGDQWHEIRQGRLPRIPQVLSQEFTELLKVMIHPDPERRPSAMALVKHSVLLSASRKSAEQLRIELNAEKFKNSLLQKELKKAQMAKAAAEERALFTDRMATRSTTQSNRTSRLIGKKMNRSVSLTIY
CHOP inh – inhibitors of CHOP promoter induction, primary screen, cell-based, unfolded protein response, luciferase reporter; actives 3.8% (n = 220,000); CHO-K1 CHOP-promoter luciferase, tunicamycin-induced, 15-18 h; inhibition, % at 10 µM;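 active means compounds that reduced the stress-induced luciferase reporter signal by more than about 70% of percent inhibition, limit read from the data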;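 further: 0% = tunicamycin plus vehicle and 100% = wells without tunicamycin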
PPC-1+TRAIL kill – compounds killing PPC-1 cancer cells with TRAIL present, primary screen, TRAIL potentiator project, ATPLite luminescence, uHTS; cell killing (% activity), % at 4 µM; actives 0.41% (n = 220,000); PPC-1 cells + TRAIL, ATPLite viability luminescence;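 active means cell killing above 50% in the first pass at 4 µM, then a duplicate retest at 5 µM averaging 50% or more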;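 further: plate controls were cells with TRAIL plus DMSO for no effect and medium-only wells lacking cells for full effect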
TNF death inh – inhibitors of TNF-alpha triggered necroptosis, primary screen, cell-based, Jurkat FADD-/-, single concentration; Jurkat FADD-/- TNF necroptosis rescue, ATP luminescence, 24 h; 0 = TNF only, 100 = no-TNF cells; activation (protection from cell death), % at 10 µM; actives 0.068% (n = 220,000); AID 463075, 2010;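 active means activation, meaning protection from cell death, of at least 50% relative to plate controls; inactive means activation below 50%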;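 further: necroptosis triggered by 40 ng/mL TNF-alpha added together with compound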
FXIa inh – human FXIa protease inhibitors, primary screen, biochemical, 1536-well; Coagulation factor XI (Homo sapiens), P03951; actives 0.14% (n = 220,000); inhibition, % at 5 µM; AID 798, 2007; purified FXIa, Boc-Glu-Ala-Arg-AMC fluorogenic substrate;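 active means inhibition of at least 40%; inactive means inhibition below 40%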;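 further: fluorescence of freed AMC excited at 355 nm; 0% = enzyme without compound and 100% = no enzyme blank; many of its hits are not listed in these tables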
* hit, by the source's call; nt = no result given; & = joins results of further samples. An excerpt; rates above refer to the full screens.

#	SMILES	Tb hexokinase	EP2 antag	zVAD death inh	FXIIa inh	Wee1 stabilizer	CHOP inh	PPC-1+TRAIL kill	TNF death inh	FXIa inh
1	O=C1CCCc2c1[nH]c1ccc(Br)cc21	-7	11	6.8	16	-1	27	14	0.8	8
2	CCc1ccc2oc(-c3ccc(N)cc3)nc2c1	-27	11	0.4	0	19*	1	32	-5.9	-5
3	O=C(Nc1cccc(C(F)(F)F)c1)C1CCCO1 (stereo unspecified)	-4	9	17	4	1	8	4	2.0	-4
4	COC(=O)C(Cc1ccccc1)NC(=O)C12CC3CC(CC(C3)C1)C2 (stereo unspecified)	-8	5	0.6	2	-2	-6	15	0.4	5
5	O=C(Cc1cn2ccsc2n1)Nc1ccccn1	0	15	0.2	22	0	-6	-2	-2.0	0
6	COc1cccc(/C=N/Nc2cc(-n3nc(C)cc3-c3ccccc3)ncn2)c1O	-7	7	5.7	8	-1	92*	44	-7.2	5
7	COc1ccc(CN(Cc2nc3ccccc3c(=O)[nH]2)C(=O)NC2CCCCC2)cc1	0	13	0.3	-27	2	59	3	0.5	-8
8	CCCN1C2CCCC1CC(NC(=O)Nc1cccc(C(C)=O)c1)C2 (stereo unspecified)	0	6	0.6	-4	3	17	-2	0.1	-6
9	COC(=O)c1ccc(NC(=O)Nc2ccc(C)cc2)cc1	0	3	4.7	4	0	27	37	5.5	6
10	CCOC(=O)Cn1c(C)[n+](CC(=O)c2ccccc2)c2ccccc21	-4	7	0.5	10	0	-3	-7	0.1	3
11	Cc1nc2cc(O)ccc2n1C	0	8	-0.1	9	-4	14	2	-2.2	1
12	CN(C)CCOc1ccc2ccccc2c1	0	7	nt	4	-1	6	23	2.0	-3
13	CCOC(=O)c1ccccc1N=N/C(C(C)=O)=C(/C)O	-14	3	nt	11	-2	49	8	2.1	8
14	CCC(=O)Nc1cccc(SC)c1	-13	4	0.5	1	-2	23	4	1.0	-4
15	CCc1nc(SCC(=O)NNC(=O)C(C)C)c2ccccc2n1	-3	8&6	0.0	8	0	13	7	-0.6	-9
16	O=C(NC1CCCC1)C(c1ccc(N2CCOCC2)cc1)N(Cc1ccco1)C(=O)c1ccco1 (stereo unspecified)	5	5	-0.6	0	-3	41	2	-1.0	-2
17	Cc1ccc(C(c2nnnn2CCC(C)C)N2CCN(C)CC2)cc1 (stereo unspecified)	3	16	0.1	13	-3	31	-8	0.0	2
18	COCCn1cnc2c1c(=O)n(CC(=O)OCC#N)c(=O)n2Cc1ccccc1	-2	6	1.0	4	-2	6	3	0.2	-2
19	Cc1ccc(/C=N\NC(=O)Cn2nnc3ccccc32)o1	-9	7	-0.6	22	-2	30	15	0.0	2
20	O=C(CSCc1cnn(-c2ccccc2)c1-n1cccc1)NCCN1CCOCC1	-3	20	-0.7	4	-1	23	-11	-0.8	5
21	COC(=O)c1ccccc1NC(=O)CSc1nc(-c2ccco2)cc(C(F)(F)F)n1	-9	6&15	2.8	6	-2	nt	-15	-13	4
22	COC(=O)/C(=C(/F)SCC(C)=O)C(F)(F)F	-5	11	-0.2	18	2	-7	-14	-1.0	8
23	O=C(Nc1cccc(S(=O)(=O)NC2=NCCCCC2)c1)c1cc(-c2ccco2)nc2ccccc12	16	15	0.7	-2	1	0	16	-1.8	-13
24	COC(=O)c1ccc(Sc2ccccn2)c([N+](=O)[O-])c1	-5	11	0.3	11	-2	3	-14	0.8	6
25	CCCOc1ccc(/C(O)=C2/C(=O)C(=O)N(CCCOC)C2c2ccncc2)cc1 (stereo unspecified)	-26	15	0.5	17	-1	26	11	1.3	9
26	CC1=NC(C)(C)Cc2cc(C)c(C)cc21	-6	10	-1.7	6	4	-9	-24	0.3	5
27	O/N=C(/CCc1ccccc1)c1ccc2c(c1)OCCO2	10	3	-0.7	11	1	-49	10	-1.2	8
28	COc1ccc(CNC(=O)COC(=O)CCC2CCCCC2)cc1	-7	6	-0.7	8	-1	-6	6	0.9	2
29	C/C(=N\O)C(C)(C)Nc1ccc(Br)cc1	0	8	2.7	7	-5	-7	2	19	9
30	CN(C)CCNC(=O)CN1C(=O)COc2ccc(C(C)(C)C)cc21	3	11	0.1	7	-1	41	8	2.0	-3
31	Cc1cccc(C)c1N1CCc2cn[nH]c21	9	12	-0.5	14	-3	1	3	-1.4	3
32	CCOC(=O)COn1c(=O)c(-c2cccs2)[n+]([O-])c2ccccc21	-2	13	0.0	19	1	25	-12	-1.6	30
33	Cc1ccc(NC(=O)c2sc3nc[nH]c(=O)c3c2C)c(C)c1	-2	12	-0.3	-7	-2	15	4	-3.7	-1
34	CCOC(=O)N1CCN(C(=O)c2cc(-c3ccc(F)cc3)[nH]c2C)CC1	1	9	2.2	0	-1	11	20	-0.4	4
35	CCCOc1nc2c(c(=O)n(C)c(=O)n2C)n1CCC	-9	16	3.4	9	-1	-7	2	1.2	0
36	CCC(C)(C)NC(=O)C(c1cccnc1)N(C(=O)c1csnn1)c1ccccc1 (stereo unspecified)	-8	9&1	0.6	4	4	8	18	0.7	-7
37	O=C(NCc1cccc(C(F)(F)F)c1)C1CC(c2ccccc2[N+](=O)[O-])=NO1 (stereo unspecified)	-1	7	0.1	19	-1	24	13	-4.6	5
38	Cc1cccc2nc(COc3ccc4ccccc4c3Br)cn12	-7	8	-0.7	7	11*	55	27	-0.6	-1
39	Cc1nc(/N=C(\N)NC(=O)NC2CCCCC2)nc2ccccc12	-8	9	0.5	-1	-1	33	31	-11	-2
40	CCCN1C(=O)/C(=C2\SC(=S)N(c3c(C)n(C)n(-c4ccccc4)c3=O)C2=O)c2ccccc21	-7	6	1.1	7	-2	-18	-12	-0.9	2
41	Cc1ccc(NC(=O)CSc2ncccn2)c([N+](=O)[O-])c1	2	1	-1.1	10	-2	-9	17	-0.3	-4
42	Cc1c(C(=O)NCc2ccccn2)oc2ccc(S(=O)(=O)N3CCC4(CC3)OCCO4)cc12	-7	8	0.0	4	-1	-18	12	-0.4	-9
43	Cc1ccc(S(=O)(=O)N(CC(=O)N2CCC(C(N)=O)CC2)Cc2ccc(F)cc2)cc1	-1	5	0.2	-6	0	1	-13	-0.8	-7
44	CCCN1C(=O)/C(=C\C=C2/C=CN(CC)c3ccccc32)SC1=S	3	11	-1.6	25	0	50	-4	-12	20
45	COc1cccc(C(=O)N2CCN(C(=O)c3cccc(F)c3)CC2)c1	0	11	0.0	6	-2	-13	-5	-1.3	5
46	O=C(CC1CCS(=O)(=O)C1)NC1CCCCC1 (stereo unspecified)	-1	14	1.5	26	-2	-5	-5	0.2	14
47	CC1N(C)c2cc(NC(=O)c3cccs3)c(P(=O)(Nc3ccc([N+](=O)[O-])cc3)N3CCOCC3)cc2C1(C)C (stereo unspecified)	-28	3	1.6	5	1	34	-4	1.6	7
48	COc1cccc(-c2nnc(SCC(=O)N3CCOCC3)o2)c1	4	7	-0.1	7	1	-9	26	-1.4	0
49	COc1ccc(CC(=O)Nc2ccc3c(c2)CCC3)cc1OC	-2	26	-0.4	3	0	37	19	-9.6	-4
50	CC1CCCN(c2ccc(C(=O)NCc3ccc4c(c3)OCO4)cc2[N+](=O)[O-])C1 (stereo unspecified)	7	7	4.1	10	0	14	9	3.4	13
51	CC(C(=O)Nc1cccc(Br)c1)c1ccc([N+](=O)[O-])cc1 (stereo unspecified)	31	10	3.4	11	-2	60	16	5.2	-5
52	Cc1cc(C)n(C(=O)CNC(=O)C(c2ccccc2)c2ccccc2)n1	1	15	-0.4	4	3	17	7	-1.4	-3
53	CCOC(=O)c1cc(-c2ccccc2)sc1NC(=O)C(C)OC(=O)c1cccc(S(=O)(=O)N(C)C)c1 (stereo unspecified)	-21	17	6.2	11	4	42	8	2.3	3
54	COC(=O)C1CC(=O)c2sccc2C1 (stereo unspecified)	1	5	1.2	5	0	15	24	0.7	6
55	COC(=O)c1ccccc1S(=O)(=O)Nc1ccc2cn[nH]c2c1	2	10	0.0	14	-3	3	2	-0.4	-1
56	Cc1ccccc1Oc1cc(NC(=O)Cn2cnc([N+](=O)[O-])c2)cc([N+](=O)[O-])c1	-7	11	-0.9	10	-3	24	24	-2.2	5
57	Cn1c(SCC(=O)N2CCCc3ccccc32)nc2ccccc2c1=O	1	-3	-0.8	15	1	61	16	-9.5	10
58	CN(C)S(=O)(=O)c1cccc(C(=O)OCC(=O)Nc2ccccc2OC(F)F)c1	5	6	0.5	-6	-2	-25	18	-3.3	-9
59	COC(=O)c1ccc(C2Nc3cccc4cccc(c34)N2)cc1	-6	1	-0.9	10	0	-40	10	-5.3	20
60	Cc1ccc([N+](=O)[O-])cc1NC(=S)NC(=O)c1cccs1	-11	8	0.3	4	-1	61	27	2.1	0

Record cards, from the list above. Order of values: Tb hexokinase, EP2 antag, zVAD death inh, FXIIa inh, Wee1 stabilizer, CHOP inh, PPC-1+TRAIL kill, TNF death inh, FXIa inh
Entry for COc1ccc(CN(Cc2nc3ccccc3c(=O)[nH]2)C(=O)NC2CCCCC2)cc1 = 0, 13, 0.3, -27, 2, 59, 3, 0.5, -8
Entry for O=C(NCc1cccc(C(F)(F)F)c1)C1CC(c2ccccc2[N+](=O)[O-])=NO1 (stereo unspecified) = -1, 7, 0.1, 19, -1, 24, 13, -4.6, 5

(continued)
#	SMILES	Tb hexokinase	EP2 antag	zVAD death inh	FXIIa inh	Wee1 stabilizer	CHOP inh	PPC-1+TRAIL kill	TNF death inh	FXIa inh
61	Cc1cc(NS(=O)(=O)c2ccc(Nc3nc(-c4sc(NC(=O)c5ccccc5)nc4C)cs3)cc2)no1	-14	6	0.1	2	-3	46	10	0.3	6
62	COC(=O)c1[nH]c2ccc(F)cc2c1NS(=O)(=O)c1ccc(OC)cc1	-5	10	nt	3	1	-36	19	-11	0
63	Cc1cc(C)n(Cc2ccc(F)cc2)c(=O)c1C#N	-11	8	0.2	-2	-2	-17	7	11	4
64	N=c1c(C(=O)NCc2ccc(F)cc2)cc2c(=O)n3ccccc3nc2n1CC1CCCO1 (stereo unspecified)	-4	10	-1.2	-42	2	5	2	-3.2	-34
65	COc1nc(NC(C)C)nc(N(C#N)CN2C(=O)c3ccccc3S2(=O)=O)n1	-11	10	1.1	2	2	-61	28	-14	2
66	COc1cccc(OC)c1C(=O)NC(=S)Nc1ccc2c(c1)C(=O)N(C)C2=O	-2	15	0.7	-1	1	-41	24	1.0	-5
67	COc1ccc(C(C)=O)cc1CSc1nnc(-c2ccccc2O)n1-c1ccccc1	6	11	-0.5	9	2	21	-2	-3.9	-2
68	O=C(NS(=O)(=O)Oc1ccc(F)c(Cl)c1)OC[C@@H]1CCCN2CCCCC12 (stereo partly specified)	2	10	-0.1	8	-1	18	17	0.2	1
69	O=C(CN1CCN(Cc2ccc3c(c2)OCO3)CC1)c1c[nH]c2ccccc12	-6	13	0.5	5	1	45	7	-0.7	-4
70	COc1ccc(/C=C/C(=O)OCC(=O)NC(=O)NC(C)(C)C)cc1	-8	4	65	1	2	63	15	1.2	-6
71	CNC(=O)c1cc2cc(OC)ccc2n1CCN(C)C	-3	18	0.2	21	2	6	13	-1.6	6
72	CC[n+]1c(/C=C2/C=C(C)CC(C)(C)C2)sc2ccc(OC)cc21	-16	9	0.3	-3	0	50	10	-19	-11
